H9c2 TAG inh = reduces triacylglycerol accumulation in H9c2 cells; 230,000 compounds, 0.66% hits; inhibition, % at 12.5 µM; Nile Red lipid (TAG) fluorescence; cells loaded with 200 µM oleic acid;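 active means pattern-corrected inhibition of lipid staining of at least 50% with the nuclear-stain viability signal not falling by more than 50%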;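 further: 0% = DMSO wells and 100% = triacsin C control wells; some results filed as inactive read as strong as hits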
H9c2 TAG inh DAPI viability = recorded beside H9c2 TAG inh, whose call it bears; DAPI nuclei signal change (viability), lower = more cytotoxic, %;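 whole-well DAPI fluorescence read on a plate reader as a viability signal; minus 50 percent equals half of cells still viable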
The depositor's hits bear a star.

SMILES	H9c2 TAG inh	H9c2 TAG inh DAPI viability
Cn1cccc1C(=O)NCC(c1ccc(F)cc1)N1CCOCC1 (stereo not given)	-8	2
Cc1cccn2c(=O)nc(SCC(=O)Nc3cccc4ccccc34)nc12	0	-3
COc1ccc2c(Cl)c(C(=O)NN3CCN(C)CC3)sc2c1	8	3
NC(=O)COC(=O)[C@H](Cc1ccccc1)NS(=O)(=O)c1ccc2c(c1)OCCO2	3	-7
CCNC(=O)Oc1ccc(-c2csnn2)cc1	-7	1
COc1ccc(-c2cn(Cc3ccc(C)cc3)nn2)cc1	-36	3
CCOC(=O)C1CCCN(S(=O)(=O)CCNC(=O)c2cccc(OC)c2)C1 (stereo not given)	-4	4
C[C@H](NC(=O)Cc1cccc2ccccc12)C(=O)N1CCCN(C)CC1	-4	-6
CC(C)SCCCOc1ccc(C(C)(C)C)cc1	11	-3
CCc1ccc(S(=O)(=O)NCc2ccc(C(=O)NCCN(Cc3ccccc3)C(C)C)cc2)cc1	-3	11
O=C(OCc1nnc(-c2ccc([N+](=O)[O-])cc2)o1)C1CCN(C(=O)c2ccc(Cl)cc2)CC1	2	-2
O=C(Cc1cccs1)N1CCN(S(=O)(=O)c2ccc(F)cc2)CC1	24	-10
CCN(CC)C(=O)Cn1cc(SCC(=O)Nc2cc(C)on2)c2ccccc21	-1	-7
O=C1N(CCCl)c2ccc(Br)cc2C12OCCO2	5	5
Cc1ccc(NC2=CC(=O)OC(C)C2)cc1 (stereo not given)	1	4
CCOC(=O)C1=C(C)NC(C)=C(C(=O)OCC)C1C(=O)OCC(=O)NCCc1ccccc1	-14	-15
CCCOc1ccc(CCN2CCC(=O)NC2=O)cc1C	5	4
O=C(Cn1cnc2c(NCc3ccccc3)ncnc21)NCCN1CCOCC1	-1	3
Cc1ccc(NC(=O)CCCN2C(=S)NC(C)(C)CC2C)cc1 (stereo not given)	-7	7
CC(=O)c1c(-c2ccc(Cl)cc2Cl)noc1C	-9	10
Cc1nc(SCC(=O)Nc2cccc(S(=O)(=O)N3CCOCC3)c2)nc(C)c1C	-1	-4
O=C(CSc1nnc2ccccn12)c1ccc(Cl)cc1	0	4
Cc1nc(C)c(-c2ccnc(/N=C/NO)n2)s1	13	-7
COc1ccccc1CNc1nc(Nc2cccc(-c3cnco3)c2)c2sccc2n1	2	10
COCc1c(C(=O)OC)nnn1-c1ccc(C(F)(F)F)cc1[N+](=O)[O-]	-14	16
CN(C(=O)CC1C(=O)NCCN1Cc1ccc(F)c(F)c1)C1CCCCC1 (stereo not given)	0	6
COc1ccc(NC(=O)N2CCN(C(=O)C3CCCO3)CC2)cc1 (stereo not given)	10	3
COc1ccc(NC(=O)c2cccc(NC(=O)c3ccccc3)c2)c(OC)c1	14	-1
Cc1csc2nc(O)c(C(=O)NCc3ccc4c(c3)OCO4)c(=O)n12	-23	0
CC(C)CNc1ncnc2c1ncn2[C@H]1CN(Cc2ccc(C(=O)O)cc2)C[C@@H](CO)O1	10	8
CC(=O)N(C)C1=C(O)c2ccccc2C(=O)C1=O	0	13
Cc1ccc2nc(NC(=O)c3ccccn3)sc2c1	25	-11
O=C(NC1CCCCC1)C1CCN(S(=O)(=O)c2cccc3cccnc23)CC1	10	-5
CCCC(NC(=O)c1ccccc1)c1nc2ccccc2n1Cc1ccc(C(=O)OC)o1 (stereo not given)	-6	-5
O=c1[nH]c(=O)n([C@H]2C[C@H](O)[C@@H](CO)O2)cc1C(F)(F)F	20	-16
S=C1Nc2ccccc2CS1	130	-112
O=c1c2oc3ccccc3c2[nH]c(=S)n1-c1ccccc1	2	-1
Fc1ccc(N/N=C2/CCSc3sccc32)c(F)c1	20	-1
CCC(Sc1ncccc1Nc1ccccn1)C(=O)O (stereo not given)	1	1
C=CCNC(=S)/N=c1/scc(C)n1C	0	-8
COC(=O)C(NNc1ccccc1)(NC(=O)c1cccc(F)c1)C(F)(F)F (stereo not given)	44	0
O=C(O)c1ccc(N/N=C/c2ccc(-c3ccccc3)cc2)cc1	47	27
Cc1ccc(C(CCN)c2ccco2)cc1 (stereo not given)	24	-7
CC(C)CCn1c(SCC#N)nc2c(sc3ccccc32)c1=O	-60	1
COc1cccc2cc(C(=O)c3ccccc3)oc12	5	-5
Cc1ccc(S(=O)(=O)Nc2c(C)n(C)n(-c3ccccc3)c2=O)cc1C(=O)OC(C)C(=O)N(C)c1ccccc1 (stereo not given)	-5	-3
Cc1ccsc1/C=N/n1cnc2sc(C)c(C)c2c1=O	6	-8
CC(C)CCN1CCN(Cc2nc(-c3ccccc3)cs2)CC1CCO (stereo not given)	-19	24
O=S(=O)(c1cccc(COc2ccc(Cl)cc2Cl)c1)N1CCOCC1	-11	-8
O=C1CCC(C(=O)OCC(=O)Nc2cc(Cl)ccc2F)=NN1	-12	7
COc1ccc(CCNC(=O)C(=O)NCC2OCCN2S(=O)(=O)c2cc(F)ccc2F)cc1OC (stereo not given)	1	5
CCCC(=O)Nc1ccc2c(c1)nc(CCN1CCCCC1)n2C	5	2
Cn1cc(S(=O)(=O)N2CCOCC2)cc1C(=O)Nc1cccc(Cl)c1	6	-3
CC(=O)c1cccc(NC(=O)CSc2ncc(C(=O)Nc3ccccc3)c(=O)n2C)c1	-2	0
CCNC(=O)C1(C)CCCN(C(=O)c2oc3ccccc3c2C)C1 (stereo not given)	8	-4
CC1CCc2c(sc(NC(=O)Cn3nc(C(=O)O)c4ccccc4c3=O)c2C#N)C1 (stereo not given)	4	-10
Cc1cc(/C=N/NC(N)=O)c(C)n1C1CCCCC1	-7	1
O=C(NCc1cccc(C(F)(F)F)c1)N1CCN(C(=O)c2ccccc2)CC1	3	-5
CCOc1ccc(N(CC(=O)NC2CCCC2)C(=O)CCCC(=O)Nc2ccccn2)cc1	5	-6
CCC(=O)c1ccc(OCC(=O)NC2CCCC2)cc1	13	-17

3 compounds from above, sorted by molecular weight, ascending.
SMILES	H9c2 TAG inh	H9c2 TAG inh DAPI viability
O=C1CCC(C(=O)OCC(=O)Nc2cc(Cl)ccc2F)=NN1	-12	7
Cn1cc(S(=O)(=O)N2CCOCC2)cc1C(=O)Nc1cccc(Cl)c1	6	-3
CCOc1ccc(N(CC(=O)NC2CCCC2)C(=O)CCCC(=O)Nc2ccccn2)cc1	5	-6

Following part:
SMILES	H9c2 TAG inh	H9c2 TAG inh DAPI viability
CCN(CC)S(=O)(=O)c1ccc(NC(=O)c2ccccn2)cc1	18	-11
COc1ccccc1NC(=S)N1CCc2cc(OC)c(OC)cc2C1	-5	17
COc1cccc(Cn2cc(-c3cccc(C(F)(F)F)c3)nn2)c1	1	3
O=P(COCCOCCOCCOCP(=O)(c1ccccc1)c1ccccc1)(c1ccccc1)c1ccccc1	9	-6
Cc1ccccc1NC(=S)NC(C)C(c1ccccc1)N1CCN(C)CC1 (stereo not given)	3	-10
CC(=O)c1ccccc1NS(=O)(=O)c1cccc2nonc12	-23	2
CCOC(=O)CN1CC23C=CC(O2)C(C(=O)N2CCN(c4ccc(F)cc4)CC2)C3C1=O (stereo not given)	-3	-3
CCN1C(=O)[C@@H]2[C@@H](c3ccc(-c4ccc(F)cc4)c(OC)c3)N3CCC[C@@]3(C(=O)OC)[C@@H]2C1=O	1	-10
CCOc1ccc2c(c1)OC1(CCC(C)C1)CC2=O (stereo not given)	3	2
Cc1ccc(NCc2nnc(SCC(=O)c3ccccc3)n2Cc2ccco2)c(C)c1	11	-10
COC(=O)c1ccc(NC(=O)N2CCC(O)(c3cccnc3)CC2)cc1	12	-7
Cc1cc(OCCOc2cccc3cccnc23)c(C)cc1Cl	-4	-2
COc1ccc(NC(=O)c2ccc(NC(=O)c3nc4nccc(C)n4n3)cc2)cc1	1	-7
CCC/C(=N\NC(=O)c1ccco1)c1ccc(Cl)s1	4	-7
Cc1cccc(NC(=O)C2(c3ccc([N+](=O)[O-])cc3)CCCC2)c1	-1	1
N#CC1(C#N)COC23CCCCC2C1(C#N)C(=N)O3 (stereo not given)	-9	3
O=C(CN(C1CC1)S(=O)(=O)c1ccc(S(=O)(=O)N2CCCCCC2)cc1)Nc1ccccc1	25	-2
COc1ccc(CN([C@H](CO)CC(C)C)S(=O)(=O)N(Cc2ccccc2)[C@H](CO)CC(C)C)cc1	47	-21
CCCCNc1c(-c2cccc(SC(C)CC)c2)nc2ccc(Cl)cn12 (stereo not given)	-57	25
Cc1ccccc1C(=O)NC(=S)Nc1ccc(N2CCN(C(=O)c3ccccc3)CC2)cc1	32	-2
COc1ccc(NC(=O)CC2C(=O)N(c3ccccc3)C(=O)N2Cc2ccco2)cc1 (stereo not given)	0	-2
COC(=O)c1c(NC(=O)COc2ccc(Cl)cc2)sc2c1CC(C)(C)NC2(C)C	137	-84
CCCn1c(C)cc(/C=C(\C#N)C(=O)OCC(=O)NC(=O)NC(C)(C)C)c1C	1	8
O=c1c2ccccc2nc(SCc2cn3ccsc3n2)n1-c1ccccc1F	19	-9
Cc1cccc(OCC(=O)NNC(=O)c2ccccc2OCc2c(C)noc2C)c1	-3	0
CSc1cccc(NC(=O)Cc2ccccc2[N+](=O)[O-])c1	3	4
O=C(O)CCN(CCC(=O)O)S(=O)(=O)c1ccccc1	10	2
O=C(OC(C(=O)NCC1CCCO1)c1ccccc1F)c1ccco1 (stereo not given)	3	-8
O=C(C1CCN(C2CCN(Cc3ccc4c(c3)CCO4)CC2)CC1)N1CCOCC1	12	8
O=C(c1ccco1)N(CCO)Cc1cc2cc3c(cc2[nH]c1=O)OCO3	-6	-5
O=C(COC(=O)[C@@H]1CC(O)CN1S(=O)(=O)c1ccc(Cl)cc1)NC(=O)NCc1ccccc1 (stereo not given in full)	4	6
COCc1cc(Sc2c(Cl)cccc2Cl)nc(-c2ccccc2)n1	-11	8
O=C(N/N=C/c1cc2c(cc1Cl)OCO2)c1ccc2c(c1)OCCO2	-7	10
COc1ccc(CCNC(=O)C(=O)NN=C2CCCCCCC2)cc1OC	3	-2
O=C(NCC(=O)N(CC1CCCO1)C(C(=O)NC1CCCCC1)c1cccnc1)c1cccs1 (stereo not given)	-6	16
COc1cc(NC(=O)c2cccs2)ccc1NC(=O)Cc1ccccc1	6	0
COc1cccc(OC)c1C(=O)Nc1ccc2c(c1)Cc1ccccc1-2	-8	0
NC(=O)C(CC(=O)O)NC(=O)[C@@H]1CCCNc2c(I)cc([N+](=O)[O-])cc2C(=O)N[C@@H](CO)C(=O)N[C@@H](Cc2ccc(O)cc2)C(=O)N1 (stereo not given in full)	1	46
O=C(NC1CC(=O)N(c2ccc(Cl)cc2)C1)C1CC1 (stereo not given)	-9	2
O=C(NCCc1ccccc1)C1CCN(C2CCN(Cc3ccco3)CC2)CC1	-17	15
Cc1cc(Cl)c2oc(C(=O)NCCN3CCCCC3CO)c(C)c2c1 (stereo not given)	-14	0
O=C(Nc1ccccc1Cl)/C(Cl)=C(\Cl)S(=O)c1ccccc1 (stereo not given)	123	-81
CCOc1ccc(NC(=O)c2cc(F)c(F)cc2Cl)cc1OCC	21	7
Cn1c(NCCN2CCCC2)nc2cc(-c3ccccc3)sc2c1=O	25	0
NC(=S)N=Nc1c(O)n(CCCl)c2ccc(Cl)cc12	15	-4
Cc1ccc(C2(c3ccccc3)NC(=O)N(CC(=O)N3CC(=O)Nc4ccccc43)C2=O)cc1C (stereo not given)	13	-3
c1ccc(N=NN2CCOCC2)cc1	18	-9
CCOC(=O)C(c1ccccc1)C(Nc1cc(C(F)(F)F)cc(C(F)(F)F)c1)c1ccccn1 (stereo not given)	-6	4
Cn1c(=O)c(=O)n(C)c2cc(S(=O)(=O)N3CCCC3C(=O)NCc3cccs3)ccc21 (stereo not given)	-5	5

In the list so far, 17 have an aryl methoxy group.
SMILES	H9c2 TAG inh	H9c2 TAG inh DAPI viability
COc1ccc2c(Cl)c(C(=O)NN3CCN(C)CC3)sc2c1	8	3
COc1ccc(-c2cn(Cc3ccc(C)cc3)nn2)cc1	-36	3
CCOC(=O)C1CCCN(S(=O)(=O)CCNC(=O)c2cccc(OC)c2)C1 (stereo not given)	-4	4
COc1ccccc1CNc1nc(Nc2cccc(-c3cnco3)c2)c2sccc2n1	2	10
COc1ccc(NC(=O)N2CCN(C(=O)C3CCCO3)CC2)cc1 (stereo not given)	10	3
COc1ccc(NC(=O)c2cccc(NC(=O)c3ccccc3)c2)c(OC)c1	14	-1
COc1cccc2cc(C(=O)c3ccccc3)oc12	5	-5
COc1ccc(CCNC(=O)C(=O)NCC2OCCN2S(=O)(=O)c2cc(F)ccc2F)cc1OC (stereo not given)	1	5
COc1ccccc1NC(=S)N1CCc2cc(OC)c(OC)cc2C1	-5	17
COc1cccc(Cn2cc(-c3cccc(C(F)(F)F)c3)nn2)c1	1	3
CCN1C(=O)[C@@H]2[C@@H](c3ccc(-c4ccc(F)cc4)c(OC)c3)N3CCC[C@@]3(C(=O)OC)[C@@H]2C1=O	1	-10
COc1ccc(NC(=O)c2ccc(NC(=O)c3nc4nccc(C)n4n3)cc2)cc1	1	-7
COc1ccc(CN([C@H](CO)CC(C)C)S(=O)(=O)N(Cc2ccccc2)[C@H](CO)CC(C)C)cc1	47	-21
COc1ccc(NC(=O)CC2C(=O)N(c3ccccc3)C(=O)N2Cc2ccco2)cc1 (stereo not given)	0	-2
COc1ccc(CCNC(=O)C(=O)NN=C2CCCCCCC2)cc1OC	3	-2
COc1cc(NC(=O)c2cccs2)ccc1NC(=O)Cc1ccccc1	6	0
COc1cccc(OC)c1C(=O)Nc1ccc2c(c1)Cc1ccccc1-2	-8	0

Compound activity as filed in PubChem BioAssay.

These rows are one share of the data. The share of hits here may be higher or lower than overall.
